From PubChem
A3G deaminase: APOBEC3G (human) deaminase inhibition; recombinant A3G, ssDNA deamination FAM/TAMRA fluorescence; 0.28% of 330,000 active; inhibition, % at 20 µM;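 active = inhibition of at least 40% at 20 µM, with no more than 30% in the related APOBEC3A deaminase screen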;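 also: plate controls were DMSO wells with A3G for no effect and wells lacking A3G enzyme for full effect; some compounds called inactive have numbers as strong as hits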
Target sequence (Q9HC16 whole entry, looked up): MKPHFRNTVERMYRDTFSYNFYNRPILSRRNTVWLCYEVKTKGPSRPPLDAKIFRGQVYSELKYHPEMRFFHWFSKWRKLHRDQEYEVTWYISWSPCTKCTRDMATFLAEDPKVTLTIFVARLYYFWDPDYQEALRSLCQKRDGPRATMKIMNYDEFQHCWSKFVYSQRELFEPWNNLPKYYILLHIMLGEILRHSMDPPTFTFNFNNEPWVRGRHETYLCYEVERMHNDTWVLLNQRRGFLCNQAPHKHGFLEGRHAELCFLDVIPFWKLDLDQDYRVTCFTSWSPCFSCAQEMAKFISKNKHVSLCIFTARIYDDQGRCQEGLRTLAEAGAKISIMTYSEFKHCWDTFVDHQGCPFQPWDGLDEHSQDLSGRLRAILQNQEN
mIAP block: blocks mouse intestinal alkaline phosphatase; 0.2% of 330,000 active; AID 2806; inhibition, % at 10 µM; purified mouse IAP, CDP-Star luminescence, 30 min;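 active = inhibition of at least 40% at 10 µM in the primary screen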;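 also: plate controls were DMSO with enzyme for no effect and no enzyme wells for full effect; values of inactives mirror those of a sister screen read the other way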
mIAP act: increases mouse intestinal alkaline phosphatase activity; AID 2805; 0.24% of 330,000 active; activation factor at 10 µM; muIAP, CDP-Star luminescence, 30 min; hits give high values; 1 = vehicle-only enzyme signal, 0 = enzyme-free wells;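 active = activation factor of at least 2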; also: the source names both 10 and 20 µM as test concentration; values of inactives mirror those of a sister screen read the other way
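System: Mouse IAP enzyme | Also added: CDP-Star substrate | Dosing: Compounds dispensed in DMSO | Schedule: 30 min enzyme-substrate-compound incubation at room temperature | Technique: Chemiluminescence readout | Control set: DMSO-only wells and no-enzyme negative control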
MIN6 prolif: induces beta-cell replication in MIN6 cells; MIN6 cells proliferation, ATPlite luminescence, 48 h; cells starved in 0.2% serum; 100% = growth in 10% serum; proliferation, % at 10 µM; 0.29% of 330,000 active; AID 2380;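 active = compounds whose signal lies at least 3.5 SD above the mean of all wells on their plate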;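 also: 0% = DMSO-treated cells in low-serum medium and 100% = 10% serum control; some compounds called inactive have numbers as strong as hits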
APOBEC3A inh: blocks human APOBEC3A ssDNA deamination. AID 493011. 0.41% of 330,000 active. inhibition, % at 20 µM. P31941. recombinant A3A, FAM/TAMRA ssDNA deamination fluorescence;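 active = at least 40% inhibition at 20 µM here, with at most 30% in a related deaminase screen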;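 also: plate controls were A3A with DMSO for no effect and wells lacking A3A enzyme for full effect; some results filed as inactive read as strong as hits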
Target sequence (P31941 whole entry, looked up): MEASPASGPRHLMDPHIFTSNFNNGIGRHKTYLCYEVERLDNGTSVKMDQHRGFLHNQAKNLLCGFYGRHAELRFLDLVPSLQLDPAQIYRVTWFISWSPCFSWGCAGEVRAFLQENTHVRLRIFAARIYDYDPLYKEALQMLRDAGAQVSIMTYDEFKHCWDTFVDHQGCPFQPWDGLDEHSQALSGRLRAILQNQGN
hIAP block: blocks human intestinal alkaline phosphatase. P09923. purified IAP, CDP-Star luminescence, 30 min. inhibition, % at 10 µM. 0.12% of 330,000 active. AID 2544;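 active = inhibition reaching a set limit with compound at 10 µM in the primary screen, cut at about 35% in these data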;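 also: plate controls were DMSO wells with enzyme for no effect and no-enzyme buffer wells for full effect; values of inactives mirror those of a sister screen read the other way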
Target sequence (P09923 whole entry, looked up): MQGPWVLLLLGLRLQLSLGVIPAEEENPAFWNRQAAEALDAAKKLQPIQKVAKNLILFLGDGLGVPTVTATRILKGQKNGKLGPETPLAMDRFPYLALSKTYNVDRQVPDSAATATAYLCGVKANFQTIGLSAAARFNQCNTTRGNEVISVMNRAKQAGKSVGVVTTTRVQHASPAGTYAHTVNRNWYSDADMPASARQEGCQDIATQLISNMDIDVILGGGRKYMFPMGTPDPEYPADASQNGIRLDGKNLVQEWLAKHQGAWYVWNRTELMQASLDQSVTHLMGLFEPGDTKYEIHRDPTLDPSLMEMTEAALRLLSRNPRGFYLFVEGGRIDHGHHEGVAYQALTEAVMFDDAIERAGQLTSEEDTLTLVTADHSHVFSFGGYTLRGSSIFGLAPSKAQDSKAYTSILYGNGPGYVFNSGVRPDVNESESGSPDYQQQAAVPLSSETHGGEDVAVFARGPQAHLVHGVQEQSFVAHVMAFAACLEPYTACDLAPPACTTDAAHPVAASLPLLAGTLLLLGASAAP
tim10-1 inh: growth inhibitors of tim10-1 mutant yeast | S. cerevisiae tim10-1 ts strain growth, BacTiter-Glo, 24 h | inhibition, % at 20 µM | 2.2% of 330,000 active;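 active = inhibition of at least 40%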;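 also: mutant grown at 25 °C; 0% = DMSO wells with yeast and 100% = wells holding no yeast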
TIM10 inh: growth inhibitors of TIM10 yeast strain; inhibition, % at 10 µM; S. cerevisiae TIM10 strain growth, BacTiter-Glo luminescence, 24 h; 1.4% of 330,000 active;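 active = inhibition of 40% or more at the single tested concentration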;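 also: wild-type TIM10 isogenic control strain grown at permissive 25 °C; 0% = DMSO yeast wells and 100% = minimal medium wells without yeast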
NLRP3 yeast inh: inhibitors of NALP3 inflammasome in yeast; inhibition, % at 10 µM; Yeast reconstituted NLRP3/ASC/caspase-1, beta-gal luminescence, 24 h; 0.39% of 330,000 active;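 active = inhibition of 50% or more; inactive = inhibition below 50%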;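 also: plate controls were induced DMSO wells for no effect and uninduced yeast grown without galactose for full effect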
Starred values were filed as active, the others as inactive.

`COc1ccc(N2CCN(C(=S)Nc3cc(C)cc(C)c3)CC2)cc1` gave A3G deaminase -2, mIAP block -4, mIAP act 1, MIN6 prolif -3, APOBEC3A inh 3, hIAP block -11, tim10-1 inh 17, TIM10 inh 13 and NLRP3 yeast inh -34.
`COC(=O)C(NC(=O)c1ccc(F)cc1)(Nc1ncc(S(=O)(=O)c2ccc([N+](=O)[O-])cc2)s1)C(F)(F)F` (stereo not drawn) gave A3G deaminase -2, mIAP block 9, mIAP act 0.91, MIN6 prolif -5, APOBEC3A inh 0, hIAP block 5, tim10-1 inh 6, TIM10 inh 10 and NLRP3 yeast inh 10.
For CN(C)S(=O)(=O)c1cccc(NC(=O)C2Cc3ccccc3CN2C(=O)c2ccccc2)c1 (stereo not drawn) the results were A3G deaminase -1, mIAP block -13, mIAP act 1.1, MIN6 prolif -1, APOBEC3A inh 4, hIAP block -9, tim10-1 inh 17, TIM10 inh 21 and NLRP3 yeast inh 17.
For CCOC(=O)c1nc(Nc2ccccc2CC)c2ccccc2n1 the results were A3G deaminase -5, mIAP block 1, mIAP act 0.99, MIN6 prolif -1, APOBEC3A inh -2, hIAP block -20, tim10-1 inh 26, TIM10 inh -18 and NLRP3 yeast inh 12.
`O=C(Nc1ccc2c(c1)CN(Cc1ccc(CO)o1)CC2)c1ccc(C(F)(F)F)cc1` gave A3G deaminase -5, mIAP block 3, mIAP act 0.97, MIN6 prolif 6, APOBEC3A inh -3, hIAP block 18, tim10-1 inh 17, TIM10 inh 0 and NLRP3 yeast inh -6.
For O=C1CSC(c2cccc([N+](=O)[O-])c2)N1c1ccccc1 (stereo not drawn) the results were A3G deaminase -4, mIAP block 10, mIAP act 0.9, MIN6 prolif -1, APOBEC3A inh 2, hIAP block 7, tim10-1 inh 1, TIM10 inh 8 and NLRP3 yeast inh 3.
Screening Cn1c(SCC(=O)NC2CCCCCC2)nnc1-c1cccs1 returned A3G deaminase -3, mIAP block 6, mIAP act 0.94, MIN6 prolif -1, APOBEC3A inh -2, hIAP block 13, tim10-1 inh 11, TIM10 inh -2 and NLRP3 yeast inh 5.
Screening Nc1nc(-c2ccccc2)nn1C(=O)Cc1ccccc1 returned A3G deaminase 3, mIAP block -8, mIAP act 1.1, MIN6 prolif 0, APOBEC3A inh 7, hIAP block 3, tim10-1 inh 21, TIM10 inh 0 and NLRP3 yeast inh 0.
O=C(CNC(=O)c1ccc(OC(F)F)cc1)NCC1(N2CCOCC2)CCCCC1 was read as A3G deaminase -7, mIAP block 0, mIAP act 1, MIN6 prolif 5, APOBEC3A inh -5, hIAP block 2, tim10-1 inh 3, TIM10 inh 4 and NLRP3 yeast inh 12.
`CC(=O)c1cc2cc(O)ccc2o1` gave A3G deaminase 6, mIAP block 0, mIAP act 0.99, MIN6 prolif 0, APOBEC3A inh 27, hIAP block 1, tim10-1 inh 6, TIM10 inh -6 and NLRP3 yeast inh 5.
Screening Cc1cc(-c2ccc(C(C)C)c(S(=O)(=O)N3CCN(c4ccccc4)CC3)c2)on1 returned A3G deaminase -1, mIAP block 4, mIAP act 0.96, MIN6 prolif -4, APOBEC3A inh -2, hIAP block -16, tim10-1 inh 20, TIM10 inh 13 and NLRP3 yeast inh 4.
For CNC(=O)N(O)C1N(/N=C/c2cccnc2)C(=S)SC1(C)C (stereo not drawn) the results were A3G deaminase -4, mIAP block 0, mIAP act 1, MIN6 prolif 4, APOBEC3A inh -1, hIAP block 2, tim10-1 inh -3, TIM10 inh 1 and NLRP3 yeast inh -4.
O=S(=O)(NC1CCCCCC1)c1cccc2cccnc12 was read as A3G deaminase -7, mIAP block 2, mIAP act 0.98, MIN6 prolif 1, APOBEC3A inh 1, hIAP block 1, tim10-1 inh 29, TIM10 inh 28 and NLRP3 yeast inh 20.
Screening O=C1CC(=O)Nc2cc(S(=O)(=O)NCc3cccs3)ccc2N1 returned A3G deaminase -3, mIAP block -1, mIAP act 1, MIN6 prolif -1, APOBEC3A inh 0, hIAP block 12, tim10-1 inh 3, TIM10 inh -10 and NLRP3 yeast inh 14.
Screening O=C(CCC1CCCCC1)Nc1cccnc1 returned A3G deaminase -7, mIAP block -12, mIAP act 1.1, MIN6 prolif 0, APOBEC3A inh -3, hIAP block -8, tim10-1 inh 23, TIM10 inh 27 and NLRP3 yeast inh 16.
`CCOc1ccc(NC(=O)CCCNC(=O)Cn2cnc3sc(C)c(C)c3c2=O)cc1` gave A3G deaminase 2, mIAP block -8, mIAP act 1.1, MIN6 prolif -2, APOBEC3A inh -1, hIAP block 2, tim10-1 inh -16, TIM10 inh -30 and NLRP3 yeast inh 6.
CS(=O)(=O)c1cnc2c(-c3ccsc3)cnn2c1N was read as A3G deaminase -13, mIAP block 9, mIAP act 0.91, MIN6 prolif -1, APOBEC3A inh -1, hIAP block -5, tim10-1 inh 24, TIM10 inh 22 and NLRP3 yeast inh 10.
For NC(=S)N/N=C1\CCSc2ccc(Cl)cc21 the results were A3G deaminase -4, mIAP block 17, mIAP act 0.83, MIN6 prolif -4, APOBEC3A inh -2, hIAP block -2, tim10-1 inh 3, TIM10 inh 8 and NLRP3 yeast inh 17.
CC(C)(C)C(=O)NC(Nc1cccc2cccnc12)C(Cl)(Cl)Cl (stereo not drawn) was read as A3G deaminase -2, mIAP block 4, mIAP act 0.96, MIN6 prolif -4, APOBEC3A inh -1, hIAP block 2, tim10-1 inh 20, TIM10 inh 25 and NLRP3 yeast inh 6.
CCCc1cc(=O)[nH]c(SCC(=O)Nc2ccc(Br)cc2Br)n1 was read as A3G deaminase -5, mIAP block 0, mIAP act 1, MIN6 prolif 2, APOBEC3A inh -3, hIAP block -6, tim10-1 inh 5, TIM10 inh -14 and NLRP3 yeast inh 33.

2 neighbouring compounds out of the list so far:
Screening Cn1c(SCC(=O)NC2CCCCCC2)nnc1-c1cccs1 returned A3G deaminase -3, mIAP block 6, mIAP act 0.94, MIN6 prolif -1, APOBEC3A inh -2, hIAP block 13, tim10-1 inh 11, TIM10 inh -2 and NLRP3 yeast inh 5.
Screening Nc1nc(-c2ccccc2)nn1C(=O)Cc1ccccc1 returned A3G deaminase 3, mIAP block -8, mIAP act 1.1, MIN6 prolif 0, APOBEC3A inh 7, hIAP block 3, tim10-1 inh 21, TIM10 inh 0 and NLRP3 yeast inh 0.

Additional structures
Screening CCCc1cc(=O)n2[nH]c(-c3cccc(Br)c3)cc2n1 returned A3G deaminase -4, mIAP block -3, mIAP act 1, MIN6 prolif -4, APOBEC3A inh -2, hIAP block -16, tim10-1 inh 7, TIM10 inh -8 and NLRP3 yeast inh 21.
For COc1ccc(CN(C(=O)c2snc(C(N)=O)c2N)C(C(=O)NC(C)(C)C)c2ccco2)cc1 (stereo not drawn) the results were A3G deaminase -4, mIAP block -1, mIAP act 1, MIN6 prolif 3, APOBEC3A inh 4, hIAP block 9, tim10-1 inh 28, TIM10 inh 5 and NLRP3 yeast inh 18.
`CC(C)Cn1nc(NC(=O)C(C)(C)C)c2cc3ccccc3nc21` gave A3G deaminase -4, mIAP block -12, mIAP act 1.1, MIN6 prolif -3, APOBEC3A inh 0, hIAP block 3, tim10-1 inh 25, TIM10 inh -4 and NLRP3 yeast inh -3.
O=C(CSc1nc2ccccc2c(=O)n1-c1ccccc1)c1cccc([N+](=O)[O-])c1 was read as A3G deaminase -5, mIAP block 20, mIAP act 0.8, MIN6 prolif -5, APOBEC3A inh -1, hIAP block 16, tim10-1 inh 17, TIM10 inh 13 and NLRP3 yeast inh -10.
`COc1ccccc1C(=O)NCCNC(=O)c1ccc(C)nc1` gave A3G deaminase -11, mIAP block 1, mIAP act 0.99, MIN6 prolif 0, APOBEC3A inh -4, hIAP block 16, tim10-1 inh 0, TIM10 inh -4 and NLRP3 yeast inh 11.
Screening C=CCn1c(-c2cccn(Cc3cccc(Cl)c3)c2=O)n[nH]c1=S returned A3G deaminase 26, mIAP block -8, mIAP act 1.1, MIN6 prolif -2, APOBEC3A inh -5, hIAP block -5, tim10-1 inh 22, TIM10 inh -6 and NLRP3 yeast inh 9.
Screening CC1CCCCN1Cc1nc2c(c(=O)n(C)c(=O)n2C)n1CCCc1ccccc1 (stereo not drawn) returned A3G deaminase -1, mIAP block -2, mIAP act 1, MIN6 prolif -1, APOBEC3A inh 2, hIAP block -20, tim10-1 inh 31, TIM10 inh 20 and NLRP3 yeast inh 5.
Screening O=C(Nc1cccnc1)Nc1ccc(Br)cc1Cl returned A3G deaminase -6, mIAP block -48, mIAP act 1.5, MIN6 prolif 0, APOBEC3A inh -1, hIAP block -18, tim10-1 inh 22, TIM10 inh 21 and NLRP3 yeast inh 7.
For COC(=O)c1ccccc1NC(=O)Nc1nnc(N2CCCCC2C)s1 (stereo not drawn) the results were A3G deaminase -13, mIAP block -6, mIAP act 1.1, MIN6 prolif -3, APOBEC3A inh -2, hIAP block 6, tim10-1 inh 18, TIM10 inh 4 and NLRP3 yeast inh 18.
Screening COc1ccc(-n2c(SCC(=O)Nc3cc(C(=O)O)ccc3C)nc3ccccc3c2=O)cc1Cl returned A3G deaminase -2, mIAP block -3, mIAP act 1, MIN6 prolif -2, APOBEC3A inh 6, hIAP block 10, tim10-1 inh -2, TIM10 inh 2 and NLRP3 yeast inh 14.
Screening CC1C(c2ccccc2)=[N+]([O-])C2(CCCC2)N1O (stereo not drawn) returned A3G deaminase 1, mIAP block -6, mIAP act 1.1, MIN6 prolif -2, APOBEC3A inh 4, hIAP block 3, tim10-1 inh 0, TIM10 inh -10 and NLRP3 yeast inh -2.
For CCOC(=O)c1cc(-c2ccccc2)n(CC(=O)N2CCCC2)c1C the results were A3G deaminase -6, mIAP block -4, mIAP act 1, MIN6 prolif 0, APOBEC3A inh -1, hIAP block 7, tim10-1 inh 9, TIM10 inh -7 and NLRP3 yeast inh 14.
`CSc1ccc(CN(C)CC(=O)NCc2ccc(F)cc2)cc1` gave A3G deaminase -4, mIAP block 0, mIAP act 1, MIN6 prolif -1, APOBEC3A inh 0, hIAP block 0, tim10-1 inh 13, TIM10 inh -1 and NLRP3 yeast inh 30.
`C=C1C(=O)O[C@@H]2[C@H]1CC[C@H](C)[C@]1(O)CCC(=O)[C@@]21C` gave A3G deaminase -4, mIAP block 0, mIAP act 1, MIN6 prolif 2, APOBEC3A inh -4, hIAP block -7, tim10-1 inh -4, TIM10 inh -3 and NLRP3 yeast inh 16.
For CCOCCCNC(=O)C1(O)c2cc(Br)ccc2NC(=O)N1c1ccc(CC)cc1 (stereo not drawn) the results were A3G deaminase -7, mIAP block -3, mIAP act 1, MIN6 prolif -4, APOBEC3A inh -4, hIAP block 3, tim10-1 inh -14, TIM10 inh -5 and NLRP3 yeast inh -6.
`COCc1cc(C)nc2sc3c(=O)n(-c4cccc5ccccc45)nnc3c12` gave A3G deaminase -3, mIAP block 18, mIAP act 0.82, MIN6 prolif -2, APOBEC3A inh 2, hIAP block 12, tim10-1 inh 18, TIM10 inh 19 and NLRP3 yeast inh 20.
COc1cccc(C2CCCCN2Cc2nc(-c3ccc(C)o3)oc2C)c1 (stereo not drawn) was read as A3G deaminase -6, mIAP block 6, mIAP act 0.94, MIN6 prolif 0, APOBEC3A inh -5, hIAP block 0, tim10-1 inh 12, TIM10 inh 11 and NLRP3 yeast inh 10.
For CC(C)(C)N(Cc1ccccc1)C(=O)COC(=O)C1CC1 the results were A3G deaminase -8, mIAP block 3, mIAP act 0.97, MIN6 prolif -4, APOBEC3A inh -3, hIAP block 9, tim10-1 inh 5, TIM10 inh -6 and NLRP3 yeast inh 15.
Screening Cc1ccc(-n2cc(CCCCCCCCC(=O)O)nn2)cc1 returned A3G deaminase -10, mIAP block 0, mIAP act 1, MIN6 prolif 1, APOBEC3A inh -3, hIAP block 2, tim10-1 inh -4, TIM10 inh 2 and NLRP3 yeast inh 12.
